beta cell repl: inducers of beta-cell replication in MIN6 cells | actives 0.29% (n = 330,000) | MIN6 cells proliferation, ATPlite luminescence, 48 h; cells starved in 0.2% serum; 100% = growth in 10% serum | proliferation, % at 10 µM;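 active = compounds whose signal lies at least 3.5 SD above the mean of all wells on their plate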;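 note: 0% = DMSO-treated cells in low-serum medium and 100% = 10% serum control; some compounds called inactive have numbers as strong as hits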
APJ antag: blocks the human apelin receptor APJ. actives 0.32% (n = 330,000). inhibition, % at 20 µM. AID 2521. P35414. CHO-K1 APJ beta-arrestin complementation, luminescence;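 active = inhibition above about 40% at 20 µM, limit read from the data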;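 note: cells challenged with 10 nM apelin-13 agonist together with compound; plate controls were apelin-13 plus DMSO wells for no effect and DMSO wells lacking apelin-13 for full effect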
Target sequence (P35414 whole entry, looked up): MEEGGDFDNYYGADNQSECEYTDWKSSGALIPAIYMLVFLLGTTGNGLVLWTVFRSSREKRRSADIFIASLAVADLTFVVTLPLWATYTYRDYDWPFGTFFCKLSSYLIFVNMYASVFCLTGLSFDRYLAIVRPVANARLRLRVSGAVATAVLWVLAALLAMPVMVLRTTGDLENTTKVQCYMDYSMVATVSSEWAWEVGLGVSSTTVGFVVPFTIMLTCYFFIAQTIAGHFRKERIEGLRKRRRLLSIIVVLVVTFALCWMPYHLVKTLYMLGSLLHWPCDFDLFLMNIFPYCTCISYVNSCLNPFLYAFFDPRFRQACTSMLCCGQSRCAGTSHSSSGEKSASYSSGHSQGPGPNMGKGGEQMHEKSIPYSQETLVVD
NLRP3 yeast inh: blocks the NALP3 inflammasome reconstituted in yeast; Yeast reconstituted NLRP3/ASC/caspase-1, beta-gal luminescence, 24 h; inhibition, % at 10 µM; actives 0.39% (n = 330,000);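 active = inhibition of 50% or more; inactive = inhibition below 50%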;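 note: plate controls were induced DMSO wells for no effect and uninduced yeast grown without galactose for full effect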
GRIN3A LBD mod: modulates the human NR3A ligand-binding domain. NR3A LBD differential scanning fluorimetry, Tm shift; 0% = protein alone, 100% = glycine-bound protein. Tm shift relative to glycine control, % at 25 µM. actives 2.5% (n = 340,000). AID 1259313;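 active = melting temperature shift of at least 10% of the positive control shift, at one fixed dose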
tim23-1 inh: growth inhibitors of tim23-1 mutant yeast | inhibition, % at 20 µM | actives 1.3% (n = 330,000) | AID 463212 | S. cerevisiae tim23-1 growth, BacTiter-Glo luminescence, 24 h;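 active = growth inhibition of the mutant yeast at or above 50%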;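 note: temperature-sensitive mutant grown at 25 °C; plate controls were DMSO-treated mutant yeast for no effect and medium wells lacking yeast for full effect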
MPTP block: inhibitors of mitochondrial permeability transition pore | inhibition, % at 10 µM | isolated mouse mitochondria, Ca2+ swelling absorbance, 30 min | actives 1.4% (n = 360,000) | AID 602449;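 active = inhibition of 50% or more, scaled per plate between neutral and stimulator controls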;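 note: 0% = DMSO wells given calcium and 100% = 1 mM EGTA wells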
tim10-1 inh: growth inhibitors of tim10-1 mutant yeast. S. cerevisiae tim10-1 ts strain growth, BacTiter-Glo, 24 h. inhibition, % at 20 µM. actives 2.2% (n = 330,000). AID 463190;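 active = inhibition of at least 40%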;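 note: mutant grown at 25 °C; 0% = DMSO wells with yeast and 100% = wells holding no yeast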
TIM10 inh: TIM10 yeast growth inhibition. S. cerevisiae TIM10 strain growth, BacTiter-Glo luminescence, 24 h. inhibition, % at 10 µM. actives 1.4% (n = 330,000). AID 463195;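 active = inhibition of 40% or more at the single tested concentration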;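 note: wild-type TIM10 isogenic control strain grown at permissive 25 °C; 0% = DMSO yeast wells and 100% = minimal medium wells without yeast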
APJ agonist: APJ receptor agonism; P35414; CHO-K1 APJ PathHunter beta-arrestin, luminescence; 0% DMSO wells, 100% apelin; activation, % at 20 µM; actives 0.11% (n = 330,000); AID 2520;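 active = activation more than six SD over the plate average, tested at 20 µM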;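 note: 0% = DMSO alone and 100% = apelin-13 at 10 nM; some results filed as inactive read as strong as hits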
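Material: engineered CHO-K1 APJ arrestin reporter cells; amount: 1000 CHO-K1 reporter cells seeded per well; incubation: compound stimulation 90 min at 25 °C, detection 60 min; signal: luminescent beta-gal fragment complementation, chemiluminescent substrate; read-out basis: APJ agonist activity; controls: DMSO-only wells as negative, 10 nM Apelin-13 as positive control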
Starred values were filed as active, the others as inactive; . = no result given.

SMILES | beta cell repl | APJ antag | NLRP3 yeast inh | GRIN3A LBD mod | tim23-1 inh | MPTP block | tim10-1 inh | TIM10 inh | APJ agonist
O=C(COC(=O)c1cncc(Br)c1)NCc1ccc2c(c1)OCO2 | -5 | 2 | -9 | 0 | 12 | 2.7 | 28 | 16 | -1
COc1ccc(NC(=O)Cn2c3ccc(OC)cc3c3nc4n(c(=O)c32)CCS4)cc1 | -2 | -18 | 11 | -1 | -17 | -0.3 | -2 | 0 | 4
CCCCCCCNC(=O)C1(CC2CC(c3ccc(Cl)cc3)=NO2)CCN(C(=O)OC(C)(C)C)CC1 (stereo not given) | -8 | 5 | 2 | 1 | 1 | 2.8 | 8 | -8 | 0
Cc1ccc(S(=O)(=O)N=Nc2c(O)[nH]c3ccccc23)cc1C | 2 | 3 | 5 | -6 | 6 | -1.9 | 1 | -14 | -3
COc1cccc2cc(C(=O)N(C)C)c(=O)oc12 | 1 | 10 | -5 | -1 | 5 | 1.4 | 6 | 2 | 3
CCN(CC)S(=O)(=O)c1ccc(C(=O)NCCSc2c[nH]c3ccccc23)cc1 | -1 | 8 | 7 | -25 | 14 | -2.0 | 30 | 7 | -4
COc1ccc(S(=O)(=O)N2CCC(N3CCCC3)CC2)cc1 | 2 | -11 | 23 | -1 | -1 | -2.2 | -19 | -5 | -4
O=C(Oc1ccccc1C(=S)N1CCOCC1)c1ccc([N+](=O)[O-])cc1[N+](=O)[O-] | 1 | -43 | 9 | -2 | 54* | 0.2 | 56* | 45* | 5
Cc1ccc(CNC(=O)CCNC(=O)c2ccc([N+](=O)[O-])cc2)cc1 | -1 | -14 | 8 | 0 | -7 | -2.5 | -2 | 0 | -3
COc1cnc(-c2ccccc2)nc1Oc1cccc(C)c1C | -1 | 6 | 12 | 1 | 18 | 6.1 | -4 | 4 | -4
O=C(c1ccc(-c2cccc(C(F)(F)F)c2)o1)N1CCCCCCC1 | 0 | 17 | 14 | -2 | 33 | -0.8 | 41* | 13 | -3
CCCc1nc2ccccc2c(C(=O)OCC(=O)NCc2ccc3c(c2)OCO3)c1CC | -3 | -3 | 20 | -8 | 26 | 1.7 | 22 | 10 | -3
Cc1nnc(C)n1/N=C/c1cc(Br)ccc1O | -4 | -30 | 6 | -1 | 27 | -1.1 | 14 | -4 | 0
CCn1c(SC)nc2c(c1=O)SC(C)C2 (stereo not given) | 1 | -1 | -11 | -2 | 0 | -0.3 | 4 | -1 | 1
Cc1ccc(OC(C)C(=O)Nc2ccccc2C(=O)N2CCOCC2)cc1 (stereo not given) | -3 | -2 | 13 | 0 | 13 | 1.3 | 8 | -4 | 3

Complete entries from above. Order of values: beta cell repl	APJ antag	NLRP3 yeast inh	GRIN3A LBD mod	tim23-1 inh	MPTP block	tim10-1 inh	TIM10 inh	APJ agonist
`CCCCCCCNC(=O)C1(CC2CC(c3ccc(Cl)cc3)=NO2)CCN(C(=O)OC(C)(C)C)CC1` (stereo not given) across the screens: -8	5	2	1	1	2.8	8	-8	0
`Cc1ccc(S(=O)(=O)N=Nc2c(O)[nH]c3ccccc23)cc1C` across the screens: 2	3	5	-6	6	-1.9	1	-14	-3
`CCN(CC)S(=O)(=O)c1ccc(C(=O)NCCSc2c[nH]c3ccccc23)cc1` across the screens: -1	8	7	-25	14	-2.0	30	7	-4
`CCCc1nc2ccccc2c(C(=O)OCC(=O)NCc2ccc3c(c2)OCO3)c1CC` across the screens: -3	-3	20	-8	26	1.7	22	10	-3

Continued.
SMILES | beta cell repl | APJ antag | NLRP3 yeast inh | GRIN3A LBD mod | tim23-1 inh | MPTP block | tim10-1 inh | TIM10 inh | APJ agonist
CCCCCCc1nnc(NC(=O)c2ccco2)s1 | -1 | 24 | 41 | -1 | 29 | 0.6 | -4 | 9 | -4
C/C(=C\C(=O)c1ccccc1)Nc1ccc(N2CCOCC2)cc1 | -1 | 15 | 13 | 3 | 12 | 2.8 | 3 | 6 | -4
O=C1CCC(=O)N1CCC(c1ccc(F)cc1)c1ccco1 (stereo not given) | -1 | -4 | 5 | -1 | 8 | -1.5 | 22 | -8 | 1
CCOc1cc(C(=O)NC2CCCCCCC2)cc(OCC)c1OCC | 0 | 7 | 5 | 0 | 7 | 3.5 | 2 | 10 | -2
COC(=O)c1ccc(CSc2nnc(NC(=O)C3CCCO3)s2)cc1 (stereo not given) | 3 | -9 | 9 | 0 | 27 | 3.0 | 22 | -7 | -4
N/C(=N\OC(=O)Cc1ccc([N+](=O)[O-])cc1)c1cccc(Br)c1 | -3 | -31 | 5 | 3 | 24 | 4.6 | 58* | 13 | 5
C/C(=N/OCO/N=C(\C)c1ccccc1)c1ccccc1 | 0 | 2 | 8 | 11* | 0 | 0.5 | 11 | 15 | -1
O=C(CCN1C(=O)/C(=C/c2ccc(Cl)cc2)SC1=S)NC1C=CS(=O)(=O)C1 (stereo not given) | -2 | 2 | -2 | -1 | 2 | 1.7 | 3 | -8 | 5
O=C(N[C@@H]1c2ccccc2CC[C@@H]1OCc1ccccc1)c1ccc(-c2ccccc2)cc1 | . | . | . | 0 | 19 | 1.5 | 3 | -28 | .
O=C(Nc1ccccc1)c1ccccc1CCc1ccccc1 | -3 | 15 | 17 | -13 | 19 | 1.6 | 12 | 12 | -1
CCOc1ccc(CCNc2nc3ccc(C)cc3n3cnnc23)cc1OCC | 2 | -2 | 15 | 0 | 29 | 0.1 | 7 | 21 | -3
CCOC(=O)C1CCN(Cc2ccc(F)cc2)CC1 | -2 | 4 | 8 | -3 | 13 | -2.7 | 13 | 1 | -4
CC(=O)OC(C(=O)NC1CCCCC1)c1ccccc1 (stereo not given) | 5.3* | 14 | 2 | 0 | 10 | 0.0 | 16 | 9 | 1
Cc1onc(-c2c(F)cccc2Cl)c1C(=O)Nc1cccc(Cn2cccn2)c1 | 0 | -3 | 3 | 1 | 22 | -1.6 | 12 | 3 | 0
COC(=O)C1=NNCC12CC(=O)N(c1ccc(Br)cc1)C2=O (stereo not given) | 0 | -3 | 9 | 2 | 9 | 0.2 | 14 | 19 | 0
CC(C)c1ccc(NC(=O)CSc2ncccc2C(=O)Oc2cccc([N+](=O)[O-])c2)cc1 | -4 | -6 | 9 | -9 | -5 | 2.9 | -4 | 4 | -2
CCOc1ccccc1NC(=O)[C@@H](NC(=O)c1cccc(S(=O)(=O)N2CCOCC2)c1)C(C)C | 3 | 20 | 17 | 2 | -5 | -3.6 | -6 | -11 | -3
CCOc1cc(N2CCOCC2)c(OCC)cc1NC(=O)COC(=O)CCOc1ccc(C)cc1 | 4 | 12 | 4 | 1 | 45 | -2.0 | 41* | 39 | 6
Clc1nc(Nc2ccc(N3CCOCC3)cc2)c2ccccc2n1 | 0 | -13 | -4 | 1 | 28 | -1.5 | 22 | 11 | -5
CCc1ccc(CN(C)C(=O)c2cc(COc3cc(C)c(Cl)c(C)c3)on2)nc1 | -5 | -7 | 5 | 3 | 29 | 0.7 | 38 | 29 | -1
CCOc1ccc(C(=O)NC2=NCCS2)cc1 | 3 | 12 | 6 | . | 5 | . | 4 | 4 | 0
O=[N+]([O-])c1cc(CN2CCN(c3ccccc3)CC2)c(O)c2ncccc12 | -4 | -2 | 15 | -3 | -6 | 1.6 | -5 | -8 | -3
O=C(c1cnn(-c2ccccc2)c1)c1cc(Br)ccc1O | -2 | 0 | 6 | -6 | 6 | 2.6 | 2 | 4 | -2
COc1ccc(NC(=O)c2ccc(COc3ccccc3)o2)c(OC)c1 | -1 | -9 | 26 | -4 | 17 | -0.1 | -5 | -4 | -4
Cc1onc(-c2c(F)cccc2Cl)c1C(O)c1ccc(F)cc1 (stereo not given) | 1 | 13 | 35 | 11* | 15 | 1.6 | -25 | -25 | -5
CCOC(=O)C(NC(C)=O)C(=O)Nc1ccc(C(C)(C)C)cc1 (stereo not given) | 0 | 0 | 11 | -1 | 8 | 0.9 | 21 | 17 | -2
CCN(CC(=O)Nc1ccc(NC(C)=O)cc1)C(=O)C12CC3CC(CC(Cl)(C3)C1)C2 | -2 | -3 | 14 | 1 | 11 | 0.6 | -5 | 10 | 0
CCN(CC)Cc1c(C(=O)N/N=C/c2cccc(OCc3cccc(Cl)c3)c2)nnn1-c1nonc1N | -8 | -11 | 13 | 12* | 15 | 4.1 | 31 | 8 | -1
COc1cc(-c2nnc(COC(=O)C3c4ccccc4Oc4ccccc43)o2)cc(OC)c1OC | 3 | -11 | 8 | -3 | 12 | 0.9 | 9 | 14 | 3
CC(=O)Nc1ccc(Sc2ccccc2C(=O)N2CCCC2)cn1 | -2 | 1 | 16 | 1 | 6 | -0.6 | 7 | -1 | -1
Cc1ccc(CN(CC(=O)NC(C)(C)C)C(=O)CNC(=O)c2cccs2)cc1 | 3 | -4 | 2 | -1 | 2 | -1.2 | 3 | 6 | -3
Cc1ccccc1NC(=O)Cn1c(=O)n(CC2CCCO2)c(=O)c2ccccc21 (stereo not given) | -1 | 1 | -4 | 2 | 17 | 1.3 | -11 | 1 | -2
COc1ccc(C2=NOC(C)(c3nnc(-c4ccccc4)o3)C2)cc1 (stereo not given) | 2 | -111 | 42 | -1 | 23 | -0.7 | 19 | 3 | 7
COc1cc(CC(=O)OCC(=O)N2CCN(C(=O)c3ccco3)CC2)cc(OC)c1OC | 0 | 6 | 8 | -3 | 8 | 1.1 | 2 | 4 | -3
CC(C)c1nnc(NC(=O)CN2C(=O)c3ccccc3C2=O)s1 | 0 | 1 | 1 | 0 | -22 | 0.2 | -1 | -9 | -3
O=C(CN1CCN(S(=O)(=O)c2ccccc2F)CC1)N1CCc2ccccc2C1 | -2 | 2 | 6 | 1 | 0 | 0.0 | -8 | 5 | -5
CC(C)(C)NC(=O)COc1ccc(CNCc2ccccn2)cc1 | 0 | 12 | 10 | 1 | 3 | 1.8 | 12 | 6 | 1
CCN1C(=O)C(CC(=O)N2CCN(C(c3ccccc3)c3ccccc3)CC2)N(CC)C1=O (stereo not given) | 1 | 5 | -2 | -1 | 6 | -3.0 | -4 | -4 | -5
COc1ccccc1OCC(=O)NNC(=O)C1CCN(c2ncnc3sc(C)c(C)c23)CC1 | 0 | -23 | 10 | -2 | 13 | -1.4 | 15 | 10 | -1
CCN(Cc1ccccc1)C(c1cc2cc(C)cc(C)c2[nH]c1=O)c1nnnn1CCOC (stereo not given) | 0 | 6 | -1 | 0 | -2 | -2.1 | -9 | 13 | 0
COc1ccc(N/N=C(\C#N)C(N)=O)cc1 | 0 | 13 | 7 | -3 | -139 | 0.0 | -81 | -147 | -2
O=C(O)COc1cccc(NC(=O)c2ccccc2)c1 | -2 | -4 | 3 | 1 | 2 | -0.5 | -3 | -3 | 4
COc1ccc(CCNC2=CC(=O)N(c3ccc(F)cc3)C2=O)cc1 | -3 | 11 | 8 | -1 | 0 | 2.1 | 6 | 11 | 1
Cc1ccccc1OCCn1cc(C(=O)O)c2ccccc21 | -3 | -4 | 7 | 2 | 22 | -0.4 | 15 | 18 | -2
O=C(O)c1cccc(S(=O)(=O)Nc2ccc(O)c(Sc3nc4ccccc4s3)c2)c1 | 3 | 9 | 5 | -12 | 1 | -3.0 | 13 | 4 | -3
COc1ccc(OC)c(CC(NC(C)=O)C(=O)NC2CCN(c3nnnn3-c3ccccc3)CC2)c1 (stereo not given) | -1 | 5 | -2 | 0 | 2 | . | -1 | -14 | -2
O=C(NCCCN1CCCC1=O)C(=O)NCC1OCCN1S(=O)(=O)c1ccc(Cl)cc1 (stereo not given) | -3 | 3 | 20 | 10 | 2 | 0.0 | -20 | -1 | -3
